From PubChem BioAssay
SIRT5 inh: SIRT5 desuccinylase inhibitors, primary screen, biochemical, fluorescence imaging, single point, set 5 | NAD-dependent protein deacylase sirtuin-5, mitochondrial (Homo sapiens), Q9NXA8 | Purified SirT5, succinyl-peptide AMC, trypsin-coupled fluorescence | inhibition, % at 15 µM | actives 1.1% (n = 330,000) | AID 652115, 2013; in the data active means inhibition above about 15%
Target sequence (Q9NXA8 whole entry, looked up): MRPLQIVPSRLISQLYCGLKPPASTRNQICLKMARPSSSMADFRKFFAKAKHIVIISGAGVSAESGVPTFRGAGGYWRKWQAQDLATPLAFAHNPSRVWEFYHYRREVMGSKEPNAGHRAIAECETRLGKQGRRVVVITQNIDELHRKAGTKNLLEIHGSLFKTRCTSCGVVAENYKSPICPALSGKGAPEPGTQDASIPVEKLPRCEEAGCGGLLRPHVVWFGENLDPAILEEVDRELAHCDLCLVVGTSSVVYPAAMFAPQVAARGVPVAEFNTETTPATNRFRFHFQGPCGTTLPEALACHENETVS
S100A4 MyoIIA: inhibitors of S100A4-myosin IIA peptide binding, primary screen, biochemical, fluorescence polarization, TAMRA-MyoIIA peptide; Protein S100-A4 (Homo sapiens), P26447; inhibition, % at 10.7 µM; actives 0.14% (n = 360,000);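 active means mean inhibition of at least 70% across replicates, with every replicate also reaching that level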
Target sequence (P26447 whole entry, looked up): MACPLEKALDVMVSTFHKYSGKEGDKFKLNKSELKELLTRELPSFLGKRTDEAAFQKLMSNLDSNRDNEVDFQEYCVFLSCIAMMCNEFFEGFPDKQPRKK
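Material: S100A4 monomer protein / Buffer or medium: 50 mM HEPES pH 7.2, 10 mM CaCl2, 100 mM KCl / Times: 5 min incubation before reading / Benchmarks: neutral control DMSO, positive control TFP / Reagent: labelled myosin peptide probe, 5 nM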
LGR2 antag: inhibitors of bursicon-induced LGR2 CRE-luciferase signal, primary screen, cell-based, HEK293, CRE-luciferase reporter, bursicon stimulation; inhibition, % at 9.99 µM; bursicon-stimulated, 4 h; AID 720647, 2013; actives 0.35% (n = 380,000);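 active means drop in luminescence signal, shown as inhibition above about 50% in the replicate tests, limit read from the data, passing the limit was not always enough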;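 further: agonist challenge used bursicon conditioned medium at about half maximal strength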
XiGFP reactiv: activators of inactive X chromosome reactivation, primary screen, imaging, XiGFP fibroblasts, GFP high-content imaging, set 2 | activation, % at 7.58 µM | XiGFP mouse fibroblasts, % GFP-positive cells imaging, 3 d; cells co-treated with 5-aza-dC sensitizer; scaled so ellipticine positive control = 100% | actives 0.055% (n = 360,000);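 active means mean normalized replicate activation at least 10% and every replicate at or above 10%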;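 further: 0% = median of on-plate neutral control wells and 100% = ellipticine 6 µM median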
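Assay system – SV40-immortalized XiGFP fibroblast cells, line 68-5-11 · Buffer or medium – DMEM supplemented with 5-aza-dC as sensitizing agent · Dosing – one concentration, pinned · Benchmarks – positive control ellipticine, 6 µM final · Times – 3 days compound exposure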
C2C12 statin: suppressors of statin myotoxicity in C2C12 myotubes, primary screen, cell-based, single point, plate reader. C2C12 myotubes + simvastatin, ATP luminescence, 48 h; scaled: DMSO 0, geranylgeraniol control 100. AID 602340, 2012. rescue of ATP level, % at 7.49 µM. actives 0.78% (n = 330,000);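 active means mean ATP rescue above about 67%, or every replicate alone reaching that limit, limit read from the data, passing the limit was not always enough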;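 further: myotubes were challenged with 10 µM simvastatin during compound exposure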
Cneo AK release: Cryptococcus neoformans cell lysis inducers, primary screen, AK release luminescence, single concentration; C. neoformans lysis, adenylate kinase release luminescence, 4 h; normalised: neutral wells 0, clomiphene wells 100; lysis activity, % at 15 µM; actives 0.2% (n = 360,000);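 active means mean lysis activity across replicates of at least 80%, whatever share of replicates individually reach that level; inactive means mean lysis activity below 80%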
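Material: C. neoformans cells | Amount: Yeast cell density of 5 × 10^6 cells/mL | Medium: Fresh YPD growth medium | Dosing: Single dose | Times: Static 4 h at 37 °C with compound, 1 h detection | Detection: AK luminescence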
PGC1a acetyl inh: inhibitors of PGC1a acetylation signal, primary screen, cell-based, U2OS, AlphaScreen, inhibitor mode | inhibition, % at 15.6 µM | AlphaScreen anti-acetyl-lysine; with virally co-expressed GCN5 acetyltransferase | actives 0.17% (n = 350,000);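 active means every replicate shows inhibition of at least 40%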;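 further: 0% = neutral control wells and 100% = positive control wells; some results beyond the cut were filed as inactive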
ERAP1 HTS inh: human ERAP1 aminopeptidase inhibitors, primary screen, biochemical, single point, plate reader | recombinant ERAP1, Leu-AMC fluorescence, 60 min | inhibition, % at 10.7 µM | actives 0.15% (n = 340,000);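 active means mean replicate inhibition of at least 30%, or all replicates individually reaching that 30% level; inactive means mean below 30% and not every replicate reaching it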;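 further: 0% = neutral control wells and 100% = L-leucinethiol positive control wells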
* = called active by the depositor; . = no result given; & = joins results of further samples. Some of the compounds tested; rates above refer to the full screens.

(1) C/C=C/c1ccc2c(c1)O[C@@H](CN(C)C(=O)c1ccccc1F)[C@H](C)CN([C@@H](C)CO)S2(=O)=O
(2) CC1(C(=O)NS(=O)(=O)c2cccc(F)c2)CCN1C(=O)C1(c2ccc(Cl)cc2)CCC1 (centres undefined)
(3) O=C(NN1C(=O)C2C(C1=O)C1C=CC2C12CC2)c1ccc(Cl)cc1 (centres undefined)
(4) [N-]=[N+]=Nc1ccccc1C[C@@]1(C(=O)N2CCCCC2)N=C(c2ccc(OCCCO)cc2)O[C@@H]1c1ccccc1
(5) CCCCCCCCN1C(=O)[C@@H](CC(=O)NCc2ccccc2)C[C@@]2(C(=O)OC)C1=C[C@H](C1CCCC1)O[C@@H]2C
(6) CC(=O)c1cc(N2CCOCC2)ccc1[N+](=O)[O-]
Compound	1	2	3	4	5	6
SIRT5 inh	-1	.	1	-4	.	15*
S100A4 MyoIIA	13	-4	4	-27	8	-3
LGR2 antag	-6	-16	2	.	15	-1
XiGFP reactiv	-0.8	0.1	-0.1	.	0.0	0.0
C2C12 statin	-17	23	.	.	.	.
Cneo AK release	0	-1	-2	-4	.	.
PGC1a acetyl inh	-3	4	1	-31	.	-6
ERAP1 HTS inh	-3	1	0	-1	-4	3

(7) CSCCCN1CC[C@@H](N2CCN(c3ccccc3F)CC2)[C@H](O)C1
(8) COc1ccc(NS(=O)(=O)c2cccc(C(=O)NNC(=O)COc3ccccc3)c2)cc1
(9) N#Cc1cccc(NC(=O)c2cc(C3CCCCN3C(=O)c3ccc4c(c3)CCO4)on2)c1 (centres undefined)
(10) OC(c1ccc(F)cc1)c1nc(-c2cccc(C(F)(F)F)c2)cs1 (centres undefined)
(11) O=C(O)c1cccc(CSc2nnc(-c3cccnc3)o2)c1
(12) O=C(COc1ccc2ccccc2c1)N1CCN(c2ccccc2)CC1
Compound	7	8	9	10	11	12
SIRT5 inh	-1	-1	0	2	-3	5
S100A4 MyoIIA	2	-2	27	-3	-8	1
LGR2 antag	.	0	2	-12	-20	9
XiGFP reactiv	0.0	-0.1	0.1	0.1	0.0	0.0
C2C12 statin	-10	10	2	-1	0	4
Cneo AK release	7	-1	0	-1	6	2
PGC1a acetyl inh	-3	8	-8	-3	1	-8
ERAP1 HTS inh	-1	8	1	1	3	-3

(13) C[C@@H]1CN([C@@H](C)CO)C(=O)c2cc(NC(=O)Nc3ccc(C(F)(F)F)cc3)ccc2O[C@@H](C)CCCCO[C@H]1CN(C)Cc1ccc(Cl)c(Cl)c1
(14) O=S(=O)(c1ccc(F)cc1)N1[C@@H]2CNC[C@H]1C2c1ccc(-c2ccccc2)cc1 (some centres undefined)
(15) Cc1noc(C)c1NC(=O)N(C)C[C@@H]1Oc2ccc(NC(=O)CCC(F)(F)F)cc2CC(=O)N([C@@H](C)CO)C[C@@H]1C
(16) C[C@@H]1CN([C@@H](C)CO)C(=O)c2cccc(NC(=O)C3CCCCC3)c2O[C@H]1CN(C)C(=O)Nc1ccccc1
(17) CCCNC(=O)N1[C@H](CO)[C@H](c2ccccc2)C12CN(C(=O)CC1CC1)C2
(18) Cc1ccc2[nH]c(O)c(N=NC(=O)c3ccc(NS(=O)(=O)c4cccs4)cc3)c2c1
Compound	13	14	15	16	17	18
SIRT5 inh	-5	1&5	-5&14	-4	7	-9
S100A4 MyoIIA	42	-15&-35	-1&-2	-1	-11	-4
LGR2 antag	9	6&2	14&-2	-13	15	-7
XiGFP reactiv	0.4	0.1&0.1	0.5&0.1	-0.5	0.1	-0.2
C2C12 statin	-25	.	18&-5	16	.	1
Cneo AK release	1	.	21&1	-2	.	.
PGC1a acetyl inh	-4	-5&-36	1	4	-2	-9
ERAP1 HTS inh	2	-5&-6	0&-1	1	0	.

(19) CC(C)c1ccc(NC(=O)NCc2ccc3c(c2)OCO3)cc1
(20) CCOc1ccc2oc(C(=O)N(CC)CC(=O)Nc3c(F)cccc3F)c(C)c2c1
(21) COc1ccc(NC(=O)N2CCC(O)(c3cccnc3)CC2)c(OC)c1
(22) COc1ccc2c3c(n(C)c2c1)[C@@H](CO)N(Cc1ccncc1)CC31CCN(C(=O)Nc2cccc(F)c2)CC1
(23) CCC(C)Oc1cc(-c2ccnc(Nc3cccc(Cl)c3)n2)ccn1 (centres undefined)
(24) CN(CCCn1ccc(NC(=O)OCc2ccccc2)nc1=O)Cc1ccco1
Compound	19	20	21	22	23	24
SIRT5 inh	-2	-1	.	2	-3	25*
S100A4 MyoIIA	3	-4	.	-6	4	-4
LGR2 antag	-1	-4	-10	-7	84*	-9
XiGFP reactiv	0.2	0.1	.	0.2	0.1	-0.1
C2C12 statin	.	.	5	.	6	-7
Cneo AK release	-1	.	1	.	-2	-1
PGC1a acetyl inh	.	.	1	-3	.	-1
ERAP1 HTS inh	2	2	.	6	-1	8

(25) COc1ccc(-c2nc(C#N)c(N3CCN(C(=O)c4ccco4)CC3)o2)cc1OC
(26) COc1ccc(CN(C)C(=O)c2ccc(COc3ccccc3)cc2)c(OC)c1
(27) Cc1cccc(NC(=O)CCNS(=O)(=O)c2cccc3nonc23)c1
(28) O=C(NCc1ccc(F)cc1)C(=O)c1cn(CC(=O)N2CCCC2)c2ccccc12
(29) C[C@H]1CN([C@@H](C)CO)C(=O)c2cc(-c3cccc(C(=O)N(C)C)c3)cnc2O[C@@H]1CN(C)C
(30) C[C@@H]1CN([C@@H](C)CO)C(=O)c2cc(N(C)C)ccc2O[C@@H](C)CCCCO[C@@H]1CN(C)Cc1ccc(C(=O)O)cc1
Compound	25	26	27	28	29	30
SIRT5 inh	-4	0	3	1	1	.
S100A4 MyoIIA	-2	-4	3	0	-13	.
LGR2 antag	8	3	-18	3	18	-5
XiGFP reactiv	0.0	-0.1	0.0	0.0	0.0	0.2
C2C12 statin	5	26	1	-19	-3	-2
Cneo AK release	-1	-1	-1	1	2	.
PGC1a acetyl inh	7	1	8	.	6	17
ERAP1 HTS inh	2	-7	-3	-3	-2	.

One compound at a time, as listed above:
COc1ccc(NS(=O)(=O)c2cccc(C(=O)NNC(=O)COc3ccccc3)c2)cc1 as listed: SIRT5 inh = -1; S100A4 MyoIIA = -2; LGR2 antag = 0; XiGFP reactiv = -0.1; C2C12 statin = 10; Cneo AK release = -1; PGC1a acetyl inh = 8; ERAP1 HTS inh = 8
O=C(O)c1cccc(CSc2nnc(-c3cccnc3)o2)c1 as listed: SIRT5 inh = -3; S100A4 MyoIIA = -8; LGR2 antag = -20; XiGFP reactiv = 0.0; C2C12 statin = 0; Cneo AK release = 6; PGC1a acetyl inh = 1; ERAP1 HTS inh = 3
CCOc1ccc2oc(C(=O)N(CC)CC(=O)Nc3c(F)cccc3F)c(C)c2c1 as listed: SIRT5 inh = -1; S100A4 MyoIIA = -4; LGR2 antag = -4; XiGFP reactiv = 0.1; C2C12 statin = .; Cneo AK release = .; PGC1a acetyl inh = .; ERAP1 HTS inh = 2

Next section.
(31) CC1CCc2c(sc3ncnc(NCCN4CCOCC4)c23)C1 (centres undefined)
(32) COc1ccc(S(=O)(=O)Nc2cccc3c2O[C@@H](CN(C)C(=O)Nc2ccc(C(F)(F)F)cc2)[C@@H](C)CN([C@@H](C)CO)C3=O)cc1
(33) Cc1c(/C=N/NC(=O)c2cccnc2)cc(C#N)n1C
(34) C[C@@H]1CN([C@@H](C)CO)C(=O)c2cc(C#CCN(C)C)cnc2O[C@H]1CN(C)C(=O)c1cnccn1
(35) S=C(NCCCNC(=S)Nc1ccccc1)Nc1ccccc1
(36) CC1(C(=O)NS(=O)(=O)c2cccc(Cl)c2)CCN1C(=O)C1CCCCC1 (centres undefined)
Compound	31	32	33	34	35	36
SIRT5 inh	-2	4	-1	-3	.	-4
S100A4 MyoIIA	-4	-8	9	-3	.	0
LGR2 antag	-11	5	-18	-6	1	36
XiGFP reactiv	0.5	0.1	0.2	-0.1	-0.1	-0.1
C2C12 statin	.	.	.	5	-9	4
Cneo AK release	0	-1	.	1	-2	0
PGC1a acetyl inh	-9	-7	.	-3	2	6
ERAP1 HTS inh	5	-2	4	-2	.	4

Shown as a hit in LGR2 antag (from the list above):
| nr | molecule | SIRT5 inh | S100A4 MyoIIA | LGR2 antag | PGC1a acetyl inh | ERAP1 HTS inh |
| --- | --- | --- | --- | --- | --- | --- |
| 23 | CCC(C)Oc1cc(-c2ccnc(Nc3cccc(Cl)c3)n2)ccn1 (centres undefined) | -3 | 4 | 84* | . | -1 |

(listing goes on)
(37) C=CCN1C(=O)[C@]2(OCCC=C[C@H]2C)c2cc(OC)ccc21
(38) CCOC(=O)N1CCC(NC(=O)c2ccc(CS(=O)(=O)c3c(Cl)cccc3Cl)o2)CC1
(39) CC(C)C#Cc1ccc([C@H]2[C@@H](CO)N(C(=O)c3ccccn3)[C@H]2C#N)cc1
(40) CC(=O)c1cccc(N2C(=O)CC(N3CCN(S(=O)(=O)c4ccc(Cl)cc4)CC3)C2=O)c1 (centres undefined)
(41) OCC[C@H]1C[C@@H](O)[C@H](O)[C@]2(Cc3ccccc3CO2)O1
(42) COCC(=O)N(C)C[C@H]1Oc2cc(C3=CCCC3)ccc2S(=O)(=O)N([C@@H](C)CO)C[C@@H]1C
Compound	37	38	39	40	41	42
SIRT5 inh	4	.	-2	0	-2	-3
S100A4 MyoIIA	1	-2	1	-3	16	-41
LGR2 antag	-2	7	3	0	-6	0
XiGFP reactiv	0.6	0.3	0.4	-0.4	0.0	-0.3
C2C12 statin	.	-17	4	5	-13	-2
Cneo AK release	.	-5	3	-1	7	-3
PGC1a acetyl inh	.	5	11	0	.	5
ERAP1 HTS inh	-2	.	0	2	0	3

(43) CC(=O)/C(=N\Nc1cccc(Cl)c1)Sc1nnc(-c2ccccc2)n1-c1ccccc1
(44) C#CCNC(=O)C[C@H]1C[C@@]2(C(=O)OC)C(=C[C@H](COCc3ccccc3)O[C@@H]2C)N(CCC2=CCCCC2)C1=O
(45) CCCCNc1nc2c(c(=O)n(C)c(=O)n2C)n1CCC
(46) COc1ccc(NC(=O)CC2Nc3cccc4cccc(c34)NC2=O)cc1 (centres undefined)
(47) COC(=O)Cc1c(C)nc2nc(-c3ccc(Cl)cc3)[nH]n2c1=O
Compound	43	44	45	46	47
SIRT5 inh	-2	.	.	8	.
S100A4 MyoIIA	2	3	-1	3	.
LGR2 antag	.	-9	-17	-2	-31
XiGFP reactiv	0.0	0.0	0.0	0.2	.
C2C12 statin	.	.	.	.	-3
Cneo AK release	.	.	0	.	-4
PGC1a acetyl inh	.	.	-4	.	-35
ERAP1 HTS inh	-3	4	.	-4	.
